VEEV TC-83 Vero: inhibitors of VEEV TC-83 cytopathic effect, confirmation, Vero cells (AID 588727). Vero cells, VEEV TC-83 cytopathic effect inhibition; higher % means a stronger effect. inhibition, % at 20 µM; hits with a dose series show IC50 in µM. 350,000 compounds, 0.13% hits; in the data active = a potency from the dose series; inconclusive = inhibition mostly from about 14% at the one dose, without a potency; inactive = the rest, 99 in 100 with inhibition below about 12%; also: strong numbers were not always called active
PhoP GFP inhibition: PhoP regulon inhibitors, Salmonella typhi PhoP promoter GFP reporter, confirmatory (AID 1850). Salmonella Typhi PhoP-promoter GFP reporter, fluorescence, 4 h; higher % means a stronger effect. inhibition, % at 50 µM; hits with a dose series show IC50 in µM. 310,000 compounds, 0.33% hits; in the data active = a potency from the dose series; inconclusive = inhibition mostly from about 25% at the one dose, without a potency; inactive = the rest, 99 in 100 with inhibition below about 19%;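 also: 0% = induced wells with vehicle and 100% = uninduced wells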
M. tuberculosis HTS: M. tuberculosis growth inhibition, HTS (AID 449762); 330,000 compounds, 0.59% hits; one-dose inhibition, % at 25 µM; IC50 in µM for titrated hits; M. tuberculosis H37Rv growth inhibition, 7H9 media; higher % means a stronger effect; in the data active = a potency from the dose series; inconclusive = inhibition above about 70% without an active follow-up result;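 also: bacterial growth assessed after seven days of incubation; strong numbers were not always called active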
H1N1 NS1A inhibition: H1N1 influenza NS1A inhibitors, functional cell based assay (AID 504329). NS1A functional cell-based assay, percent inhibition; higher % means a stronger effect. one-dose inhibition, % at 12.5 µM; IC50 in µM for titrated hits. 340,000 compounds, 0.3% hits; in the data active = a potency from the dose series; inconclusive = inhibition above about 27% without an active follow-up result; also: strong numbers were not always called active
tuberculosis growth: growth inhibition of non-replicating M. tuberculosis (AID 488890) | 320,000 compounds, 0.39% hits | Mycobacterium tuberculosis non-replicating, growth inhibition; higher % means a stronger effect | inhibition, % at 25 µM, or IC50 in µM where a hit was titrated; in the data active = a potency from the dose series; inconclusive = inhibition mostly from about 82% at the one dose, without a potency; inactive = the rest, 99 in 100 with inhibition below about 76%;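 also: plate controls were DMSO cells for no effect and high antibiotic wells for full effect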
VEEV TC-83 Vero 10K pilot screen: recorded beside VEEV TC-83 Vero, whose call it bears; inhibition, %; measured here: 10K pilot screen inhibition
The depositor's hits bear a star; i = inactive; ? = inconclusive; nt = not tested or not shown.

Preview, 4 compounds:
SMILES	VEEV TC-83 Vero	PhoP GFP inhibition	M. tuberculosis HTS	H1N1 NS1A inhibition	tuberculosis growth	others
CC(C)CN(Cc1c(O)ccc2c3c(c(=O)oc12)CCC3)CC(C)C	i	-6%	6%	23%	3%
Cn1c(=O)c2c(nc(Sc3ncnn3CC(=O)NC(C)(C)C)n2C)n(C)c1=O	0.2%	3%	-12%	-19%	-1%
Cn1cnnc1SCc1cccc(Br)c1	i	4%	1%	0%	20%
CC(=O)Nc1nnc(SCC(=O)NCc2ccc3c(c2)OCO3)s1	0.6%	1%	-11%	23%	nt

The listing, from the start:
SMILES	VEEV TC-83 Vero	PhoP GFP inhibition	M. tuberculosis HTS	H1N1 NS1A inhibition	tuberculosis growth	others
CC(C)CN(Cc1c(O)ccc2c3c(c(=O)oc12)CCC3)CC(C)C	i	-6%	6%	23%	3%
Cn1c(=O)c2c(nc(Sc3ncnn3CC(=O)NC(C)(C)C)n2C)n(C)c1=O	0.2%	3%	-12%	-19%	-1%
Cn1cnnc1SCc1cccc(Br)c1	i	4%	1%	0%	20%
CC(=O)Nc1nnc(SCC(=O)NCc2ccc3c(c2)OCO3)s1	0.6%	1%	-11%	23%	nt
O=C(O)c1ccccc1C(=O)Nc1c(-c2ccccc2)nc2ccccn12	i	-7%	3%	-1%	-9%
CCOc1cccc2sc(N(CCN(C)C)C(=O)c3ccc4c(c3)OCCO4)nc12	2.5%	6%	-3%	-1%	13%
CC(=O)c1cccc(NC(=O)/C(=C\c2cccnc2)NC(=O)c2ccc(C)cc2)c1	3.5%	3%	4%	5%	0%
CCC(C)C(=O)Nc1nc(C)c(-c2csc(Nc3cc(Cl)ccc3OC)n2)s1 (configuration not stated)	6.8%	16%	9%	-10%	4%
Cc1cc2nc(-c3ccc[nH]c3=O)[nH]c2cc1C	i	0%	5%	-10%	-2%
CS(=O)(=O)N1CCN(c2ccccc2NC(=O)CSc2ccc(Cl)cc2)CC1	6.7%	17%	1%	11%	20%
COc1ccccc1NCC(=O)NNC(C)C(=O)Nc1cccc(Cl)c1 (configuration not stated)	1.1%	0%	5%	2%	2%
Cc1cccnc1CC(C)NC(=O)c1cc(COc2cncc(Cl)c2)on1 (configuration not stated)	1.4%	8%	-3%	5%	5%
COc1ccc(CC2(CO)CCN(S(=O)(=O)N(C)C)CC2)cc1	1.9%	2%	0%	2%	-4%
CC(=O)OC[C@H]1O[C@@H](n2ccc(=O)[nH]c2=S)C(OC(C)=O)C1OC(C)=O (some centres not stated)	0.8%	-7%	0%	-10%	3%
O=C1C2CC=CCC2C(=O)N1c1nccs1 (configuration not stated)	2.2%	nt	nt	8%	nt
Cc1nc(NCc2ccc(S(N)(=O)=O)cc2)c2c(C)c(C)sc2n1	2.5%	-2%	0%	-2%	-16%
Cc1ccc(S(=O)(=O)N/N=C\c2ccc([N+](=O)[O-])o2)cc1C	0.5%	-4%	?	-7%	55%
CCOc1ccccc1NC(=O)CN(c1cc(C)cc(C)c1)S(=O)(=O)c1c(C)noc1C	1.2%	-8%	-2%	0%	-1%
CCCc1cc(=O)oc2cc(C)cc(OCC(=O)Nc3ccccn3)c12	3.9%	-5%	-2%	10%	22%
O=C(O)Cn1cnc2c(=S)nc[nH]c21	i	-2%	-5%	-8%	-13%
O=C(OCCNc1ncc(C(F)(F)F)cc1Cl)c1ccc(S(=O)(=O)N2CCOCC2)cc1	1.0%	0%	-4%	-5%	2%
O=C(Nc1cc(C(F)(F)F)ccc1N1CCOCC1)c1ccncc1	7.3%	nt	-8%	-5%	-4%
O=C(NCc1ccco1)Nc1ccccc1Cl	0.0%	1%	-5%	10%	7%	VEEV TC-83 Vero 10K pilot screen=0.6
CC1=C(C(=O)OC(C)C)C(c2ccccc2)NC(=O)N1C (configuration not stated)	i	9%	-1%	-13%	8%
O=[N+]([O-])c1cccc(-c2cn3ccccc3n2)c1	0.6%	-8%	2%	-4%	-2%
CCCn1c(SCC(=O)N2c3ccccc3Sc3ccccc32)nc2ccccc21	i	-7%	4%	-3%	35%
Cc1cc(C)cc(NC(=O)CCN2CCCC2)c1	0.4%	-1%	-2%	-7%	2%
O=C(Nc1ccc(C(=O)N2CCOCC2)cc1)c1cc(-c2cccnc2)nc2ccc(Cl)cc12	9.5%	-6%	8%	8%	13%
COc1ccccc1N1C(=O)C2C(c3ccccc3F)NN(C(=O)c3ccc(C)cc3)C2C1=O (configuration not stated)	0.2%	4%	-1%	-3%	1%
COc1cc(OC)cc(C(=O)NCC(=O)OCC(=O)NC(C)(C)C)c1	0.3%	8%	8%	2%	-16%
CCCC(=O)NC(=S)Nc1cccc(NC(=O)c2ccccc2Cl)c1	6.3%	-4%	13%	0%	27%
Cc1cc(O)c(C(=O)Cc2csc(C)n2)c(O)c1	1.9%	-58%	10%	-6%	23%
Cc1cc(C)nc(Nc2n[nH]c(C)n2)n1	1.2%	-1%	-4%	0%	2%
COCCn1cc(C(=O)NCCCN2CCC(C)CC2)c2c3ccccc3n(C)c2c1=O	2.1%	1%	6%	5%	9%
O=C1[C@H]2[C@H](C=CC[C@H]2C(=O)N2CCN(c3ccccc3)CC2)CCN1Cc1ccccc1	0.7%	-5%	-2%	-15%	-1%
Cc1nc(C)c(-c2ccc(SCc3ccc(Cl)cc3)nn2)s1	0.1%	16%	3%	-11%	52%
CCOc1ccc(C=Nc2cccc3ncccc23)cc1	0.8%	-6%	-3%	-9%	12%
COc1ccc(OC)c(C2C3=C(CC(C)(C)CC3=O)Nc3nnnn32)c1 (configuration not stated)	0.6%	-2%	2%	-14%	9%
CC(C(=O)Nc1cccnc1)N1C(=O)c2ccccc2C1=O (configuration not stated)	i	-3%	4%	-2%	2%
O=C1NC(Cc2ccc(O)cc2)c2nc3cc(Cl)ccc3c(=O)n2-c2cc(Cl)ccc21 (configuration not stated)	10%	nt	nt	18%	nt
COC(=O)c1ccc(C(=O)NC(=S)Nc2ccc3nc(SC)sc3c2)cc1	9.4%	-7%	-13%	-1%	?
COc1ccc(N(CC(=O)NCCc2ccc(Cl)cc2)S(=O)(=O)c2c(C)[nH]c(=O)[nH]c2=O)cc1	1.0%	2%	-3%	-2%	12%
C=CC[C@@H](CC(=O)OC(C)(C)C)C(=O)OC[C@@H]1CCCN1C(=O)[C@@H](CC=C)CC(=O)N(CCO)Cc1ccccc1	5.4%	nt	8%	6%	33%
COc1ccc(CCC(=O)NNC(=O)c2ccc(F)cc2)cc1	0.4%	-3%	3%	-9%	7%
COc1ccc(N2C(=O)CSC(c3ccccc3)C2=O)cc1 (configuration not stated)	0.9%	-10%	13%	-1%	2%
Cc1ccc(Cc2c(C)nc3nc(SCC(=O)NCCCN4CCCCC4)nn3c2C)cc1	3.8%	-7%	-6%	4%	11%
COc1cc(OC)cc(-c2nc3nc(C)c(CCC(=O)O)c(C)n3n2)c1	0.7%	2%	0%	2%	-20%
C/C(=N\NC(=O)c1nnn(-c2nonc2N)c1-c1cccs1)c1ccc(C)cc1	12%	-14%	1%	-6%	-2%
C[C@H](CO)N1C[C@H](C)[C@H](CN(C)C(=O)Nc2ccc(F)cc2)Oc2c(NC(=O)c3ccc(-c4nccs4)cc3)cccc2C1=O	6.8%	nt	11%	4%	59%
O=S(=O)(c1ccc(-c2ccon2)s1)N1CCN(c2ccccn2)CC1	1.9%	0%	3%	2%	-11%

More structures.
SMILES	VEEV TC-83 Vero	PhoP GFP inhibition	M. tuberculosis HTS	H1N1 NS1A inhibition	tuberculosis growth	others
Clc1cccc(N=C2NN=C(c3ccc4c(c3)OCCO4)CS2)c1	6.9%	3%	?	7%	11%
CC(C)(C)OC(=O)C1=C(CO)CS[C@@H]2[C@H](NC(=O)Cc3ccccc3)C(=O)N12	0.3%	nt	nt	-10%	nt
C=CCNC(=O)c1ccccc1NC(=O)c1ccc(Cl)c(S(=O)(=O)Nc2cccc(C)c2C)c1	8.5%	1%	13%	13%	1%
CCCCN(C)CCCNC(=O)CS(=O)Cc1nc(-c2ccc(OC)c(OC)c2)oc1C (configuration not stated)	i	-4%	-7%	5%	-8%
CN1CCN(S(=O)(=O)Cc2ccccc2Cl)CC1	1.4%	-2%	-21%	20%	-11%
O=C(NC1CC1)c1sc2ccccc2c1Cl	1.4%	2%	0%	-3%	-10%
CCOc1ccccc1NC(=O)CCS(=O)(=O)c1ccc(Br)cc1	1.9%	5%	-5%	1%	7%
CC(=O)N1CCN(C(=O)CCC(=O)O)CC1	5.5%	2%	4%	-1%	-8%
CCN(c1ccccc1)S(=O)(=O)c1ccc(NN)nc1	6.0%	nt	4%	5%	-37%
C/C=C/c1ccc(OCCSc2nc(C)cc(=O)[nH]2)c(OC)c1	0.1%	-5%	-4%	10%	18%
Cc1cc(C)nc(SCC(=O)N(C)CC(=O)Nc2ccccc2Br)n1	1.5%	5%	-4%	5%	-8%
Cc1ccc(C)c(N2CCN(C(=O)CNS(=O)(=O)c3cccs3)CC2)c1	0.1%	3%	7%	4%	17%
O=c1c2ccccc2ncn1Cc1ccc2c(c1)OCO2	1.2%	-2%	0%	-5%	28%
CN(C)c1ccc(CNn2cnnc2SCc2ccc(F)cc2)cc1	3.5%	-3%	-1%	11%	1%
C[C@H](CO)N1C[C@H](C)[C@@H](CN(C)S(=O)(=O)c2cn(C)cn2)Oc2ccc(NS(=O)(=O)c3ccccc3)cc2C1=O	0.7%	nt	-2%	2%	-17%	VEEV TC-83 Vero 10K pilot screen=0.1
CC(=O)c1sc(C(=O)O)c(-c2ccco2)c1-c1ccco1	i	3%	-4%	-23%	8%
COc1cc2oc(=O)c3c(c2cc1OCC(=O)c1c(C)n(C)c2ccccc12)CCCC3	2.3%	9%	2%	-2%	3%
CCOC(=O)Cc1csc(NC(=O)COc2ccc3c(c2)CCC3)n1	1.7%	-10%	-7%	-10%	i
COc1ccc(NC2CCCN(C(=O)CCN3CCCC3=O)C2)cc1 (configuration not stated)	0.8%	-6%	-2%	-3%	-8%
CCOC(=O)c1c(C)[nH]c(C(=O)OCC(=O)NCc2ccc(C)cc2)c1C	0.0%	nt	-12%	2%	nt

Part of the list above in order of molecular weight, ascending:
SMILES	VEEV TC-83 Vero	PhoP GFP inhibition	M. tuberculosis HTS	H1N1 NS1A inhibition	tuberculosis growth	others
O=c1c2ccccc2ncn1Cc1ccc2c(c1)OCO2	1.2%	-2%	0%	-5%	28%
CCOC(=O)c1c(C)[nH]c(C(=O)OCC(=O)NCc2ccc(C)cc2)c1C	0.0%	nt	-12%	2%	nt
Cc1ccc(C)c(N2CCN(C(=O)CNS(=O)(=O)c3cccs3)CC2)c1	0.1%	3%	7%	4%	17%

Next entries
SMILES	VEEV TC-83 Vero	PhoP GFP inhibition	M. tuberculosis HTS	H1N1 NS1A inhibition	tuberculosis growth	others
COc1ccc(CCNC(=O)CN2C(=O)COc3ccc(S(=O)(=O)N4CCOCC4)cc32)c(OC)c1	8.2%	-7%	5%	-5%	24%
CC(C)CSc1n[nH]c(N)n1	0.9%	-7%	-7%	6%	2%
Cc1ccc(S(=O)(=O)N2CCCCC2)cc1NC(=O)CCN1C(=O)C2CC=CCC2C1=O (configuration not stated)	i	nt	6%	-10%	0%
O=C(O)CN1C(=O)C2C3CC(C2C1=O)C1C(c2ccc(Cl)cc2)c2sc(=O)[nH]c2SC31 (configuration not stated)	0.9%	-5%	-1%	-11%	-19%
Cc1cc(Br)ccc1OCCCCN1CCCCC1	i	8%	-2%	0%	i
CC(NS(=O)(=O)c1ccc(Cl)c(Cl)c1)C(=O)OCC(=O)Nc1ccc2c(c1)OCO2 (configuration not stated)	i	-8%	11%	-6%	-12%
C#CCCOC(=O)Nc1ccccc1	0.5%	-1%	8%	-27%	-15%
COc1ccc(CN2CCN(Cc3ccccc3F)CC2)c(OC)c1	i	12%	-9%	2%	-2%
COc1ccc(N2CCN(C(=O)c3ccc(CS(=O)Cc4ccc(C)cc4)o3)CC2)cc1 (configuration not stated)	1.1%	-4%	5%	4%	12%
CCOC(=O)c1c(-c2ccc(C)cc2)csc1/N=C(\C)C1=C(O)c2ccccc2C1=O	i	-2%	-1%	4%	-3%
CCOC(=O)c1c(-c2cccs2)csc1NC(=O)CN1CC(C)OC(C)C1 (configuration not stated)	8.2%	3%	47%	1%	28%
CC(C)CNC(=O)NC(=O)COc1ccc(C=O)cc1	1.1%	-8%	-3%	22%	-4%
O=C(Nc1cccc2cccnc12)c1cccc2ccccc12	4.7%	-19%	4%	-5%	2%
O=C(Cn1c(=O)c2cccn2c2cccnc21)N1CCN(c2ccccc2F)CC1	1.1%	8%	-2%	3%	1%
c1ccc(Sc2nc(N3CCCCC3)nc(N3CCCCC3)n2)nc1	i	-7%	8%	-4%	15%

Screening results (PubChem BioAssay)

The order is random; any-hit rate near 1.4%.
